LMP1 NFkB inh: Epstein-Barr LMP1 NF-kappaB reporter inhibition; LMP1-induced NF-kappaB luciferase reporter cells, luminescence; inhibition, % at 12.5 µM; 0.69% of 350,000 active; in the data active = inhibition above about 41%;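 also: 0% = neutral control wells and 100% = reference inhibitor control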
KKLEB tox: counter-screen for CF NF-kB inhibitors: cytotoxicity; KKLEB CF airway cells viability, ATPlite luminescence, overnight; active compounds read low; cells stimulated with P. aeruginosa culture filtrate; activity change (cytotoxicity), % at 5 µM; 0.36% of 360,000 active; AID 602141;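 active = corrected activity change at or below -50% at 5 µM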
TWEAK Fn14 block: TWEAK-Fn14 signaling inhibition | TWEAK-stimulated Fn14 reporter cells, luciferase luminescence, 8 h | inhibition, % at 10 µM | 2% of 360,000 active | AID 1159606; in the data active = inhibition above about 50%
SRC3 inh: inhibitors of human steroid receptor coactivator 3 (SRC3); Q9Y6Q9; HEK293 GAL4-SRC3 luciferase reporter, luminescence; inhibition, % at 3.6 µM; 0.17% of 360,000 active;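 active = inhibition above a per-campaign cutoff, the mean of all compounds plus 3 SD, cut at about 60% in these data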;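 also: 0% = DMSO-treated cells and 100% = gossypol-treated cells at 36 µM; higher means less SRC3-driven luciferase light from the GAL4 reporter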
Target sequence (Q9Y6Q9 whole entry, looked up, the tested form may be a part): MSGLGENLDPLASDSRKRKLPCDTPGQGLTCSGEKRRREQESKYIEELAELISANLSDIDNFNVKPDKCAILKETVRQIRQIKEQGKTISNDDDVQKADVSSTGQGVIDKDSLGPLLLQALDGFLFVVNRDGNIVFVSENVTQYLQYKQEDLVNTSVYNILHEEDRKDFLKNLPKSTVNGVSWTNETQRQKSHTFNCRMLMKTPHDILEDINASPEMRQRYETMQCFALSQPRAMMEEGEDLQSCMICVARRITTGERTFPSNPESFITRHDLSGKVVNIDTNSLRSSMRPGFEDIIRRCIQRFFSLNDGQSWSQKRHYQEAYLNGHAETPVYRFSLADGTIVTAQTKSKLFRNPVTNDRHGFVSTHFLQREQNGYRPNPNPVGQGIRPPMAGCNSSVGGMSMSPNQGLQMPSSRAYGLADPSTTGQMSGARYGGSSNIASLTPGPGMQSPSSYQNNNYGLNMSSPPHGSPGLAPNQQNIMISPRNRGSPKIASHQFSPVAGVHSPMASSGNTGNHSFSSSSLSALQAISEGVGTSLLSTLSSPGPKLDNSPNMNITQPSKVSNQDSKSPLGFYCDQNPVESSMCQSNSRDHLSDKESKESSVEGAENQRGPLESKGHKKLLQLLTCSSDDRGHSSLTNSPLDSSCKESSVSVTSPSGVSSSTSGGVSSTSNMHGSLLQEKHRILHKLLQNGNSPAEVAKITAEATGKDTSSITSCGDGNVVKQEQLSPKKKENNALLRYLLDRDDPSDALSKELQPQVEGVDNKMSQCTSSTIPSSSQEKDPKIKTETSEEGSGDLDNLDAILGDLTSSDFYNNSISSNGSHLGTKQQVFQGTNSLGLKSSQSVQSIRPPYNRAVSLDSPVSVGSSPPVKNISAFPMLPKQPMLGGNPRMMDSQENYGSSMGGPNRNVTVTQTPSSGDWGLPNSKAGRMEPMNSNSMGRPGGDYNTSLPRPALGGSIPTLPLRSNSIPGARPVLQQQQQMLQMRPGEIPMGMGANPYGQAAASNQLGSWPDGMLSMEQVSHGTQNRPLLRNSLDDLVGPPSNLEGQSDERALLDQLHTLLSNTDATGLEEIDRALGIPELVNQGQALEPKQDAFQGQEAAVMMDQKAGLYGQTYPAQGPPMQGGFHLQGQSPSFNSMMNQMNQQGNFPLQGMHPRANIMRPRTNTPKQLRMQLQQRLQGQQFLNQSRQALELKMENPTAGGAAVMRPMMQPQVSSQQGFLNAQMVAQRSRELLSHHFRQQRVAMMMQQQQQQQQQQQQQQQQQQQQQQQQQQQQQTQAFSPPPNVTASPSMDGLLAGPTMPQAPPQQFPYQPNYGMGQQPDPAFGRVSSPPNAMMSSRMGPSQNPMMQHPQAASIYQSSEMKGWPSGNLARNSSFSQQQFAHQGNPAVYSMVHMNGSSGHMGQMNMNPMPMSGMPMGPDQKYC
SRC2 inh: human SRC2 (NCOA2) inhibition | 0.17% of 370,000 active | HEK293 GAL4-SRC2 luciferase reporter, luminescence | Q15596 | inhibition, % at 9 µM | AID 651957;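 active = inhibition above the mean inhibition of all tested compounds plus 3 SD, set per campaign, cut at about 52% in these data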;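 also: 0% = DMSO treated cells and 100% = cells given Gossypol at 36 µM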
LRH-1 inv ag: inverse agonists of human LRH-1 (NR5A2). O00482. HEK293T StAR-luciferase reporter, LRH-1 transfected, 24 h. inhibition, % at 3.6 µM. 0.13% of 360,000 active. AID 602396;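 active = inhibition above the mean inhibition of all tested compounds plus 3 SD, cut at about 73% in these data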;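 also: 0% = DMSO wells and 100% = reporter-only cells lacking LRH-1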
TROY signal inh: blocks TROY-dependent signaling in reporter cells | AID 1347056 | 0.98% of 360,000 active | Q293 LMP1-TROYcd NF-kB luciferase reporter, 4 h | inhibition, % at 10 µM;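 active = compounds whose plate-normalised and pattern-corrected inhibition of the luciferase reporter signal at the single screening dose is 50% or more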
CF NFkB block: cystic fibrosis NF-kB activation inhibition; KKLEB NF-kB-GFP reporter, PAF-induced, GFP fluorescence overnight; inhibition, % at 5 µM; 0.86% of 360,000 active; AID 588850;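 active = at least 50% inhibition at 5 µM, scaled per plate between neutral and stimulator controls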;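 also: PAF is a Pseudomonas aeruginosa culture filtrate used as stimulus; plate controls were PAF-stimulated DMSO wells for no effect and unstimulated DMSO wells for full effect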
C8 TRAIL sens: caspase-8 TRAIL sensitization; NB7+C8 cells + TRAIL, ATPlite viability luminescence; inhibition (viability loss, TRAIL sensitization), % at 10 µM; 1% of 360,000 active;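 active = compounds causing at least 50% loss of cell viability in the single-dose screen, relative to plate controls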
SRC1 inh: inhibits human SRC1 coactivator | Q15788 | HEK293 GAL4-SRC1 luciferase reporter, luminescence | inhibition, % at 3.6 µM | 0.12% of 360,000 active | AID 588354;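 active = inhibition above the campaign mean plus 3 SD, with each screening campaign given its own cutoff, cut at about 60% in these data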;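 also: 0% = DMSO treated cells and 100% = gossypol at 36 µM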
COUP-TFII inh: NR2F2 (human) inhibition, primary screen; P24468; HEK293T NGFI-A luciferase reporter, luminescence; inhibition, % at 8.6 µM; 0.7% of 370,000 active;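 active = inhibition above a per-plate cutoff, mean inhibition of test wells between control levels plus 3 SD, cut at about 38% in these data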;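 also: cells cotransfected with COUP-TFII expression vector driving the NGFI-A reporter; 0% = median of COUP-TF2 test wells and 100% = reporter-only cells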
Starred values were filed as active, the others as inactive; . = not tested or not shown.

SMILES	LMP1 NFkB inh	KKLEB tox	TWEAK Fn14 block	SRC3 inh	SRC2 inh	LRH-1 inv ag	TROY signal inh	CF NFkB block	C8 TRAIL sens	SRC1 inh	COUP-TFII inh
Cc1ccc(C(=O)C(OC(=O)c2c(C)cc(=O)oc2C)c2ccccc2)cc1 (configuration not stated)	5	-5	13	9	8	11	29	-9	-1	1	-2
COc1ccc(CNC(=O)C[C@H]2C[C@H](C(=O)N3CCCCC3)[C@@]3(C)c4[nH]c5cc(-c6ccco6)ccc5c4CCN3C2=O)cc1OC	6	-11	4	-30	-31	-39	5	17	-5	-5	17
COc1ccccc1OCCOCCOc1c(C)cc(C)cc1Br	-7	4	-16	3	-12	-1	-19	5	-3	-23	1
CN(C)C(=O)c1cccc(-c2cccc(-c3nc(C(=O)NCc4ccccc4)cc4c3[C@@H](CCO)N(S(=O)C(C)(C)C)C4)c2)c1 (some centres not stated)	.	4	27	-9	2	19	1	-2	-10	-7	6
COC(=O)N1C/C=C\C(c2ccc(OC)cc2)N(Cc2ccc(F)cc2)C(=O)C1 (configuration not stated)	-2	-8	11	6	18	6	10	6	-3	-4	19
O=C(OCc1cnc(Cl)s1)c1cccs1	-4	5	-2	15	-13	-4	-10	-3	-3	-18	11
CN(CC(=O)NCC(=O)Nc1ccc(F)c(F)c1F)C1CCS(=O)(=O)C1 (configuration not stated)	-5	3	10	3	6	16	-4	2	-2	-15	19
Cc1ccc2[nH]c(C(=O)NN=C3CCCCC3)c(-c3ccccc3)c2c1	-2	-4	51*	3	11	3	27	9	-4	12	-1
COc1ccc(CCN(C)C(=O)c2cc(S(=O)(=O)NCc3ccccc3)ccc2C)cc1OC	17	-18	-9	0	-4	-5	12	32	-13	-9	8
O=C(Nc1cccc(S(=O)(=O)N2CCCCCC2)c1)c1cc(=O)c2ccccc2o1	5	-4	63*	19	-2	-1	20	17	5	-9	-2
COc1ccc(S(=O)(=O)Nc2ccc(NC(C)=O)cc2)cc1Br	3	-2	6	9	-8	9	13	11	-3	-10	-11
COc1ccccc1NC(=O)NC1(C)CCS(=O)(=O)C1 (configuration not stated)	-4	-10	-2	0	0	-4	5	-6	2	4	5
COc1ccc(OC(=O)/C=C/c2ccc([N+](=O)[O-])cc2)cc1	0	8	2	-11	-12	0	17	3	0	-3	7
Cc1cc([N+](=O)[O-])cc2c1-c1ncccc1C2=Nc1ccccc1	-5	9	26	3	-16	-16	-25	-38	2	2	0
CCOC(=O)C1CCN(C(=O)CCc2nnc3ccc(NCc4ccco4)nn23)CC1	-2	-9	42	-12	6	-15	-14	37	2	-17	15
COCC(C)Nc1nc(C)c(C(C)=O)s1 (configuration not stated)	-1	2	-9	-3	-18	18	-1	-2	-2	1	-4
CN(Cc1c(C(=O)N/N=C/c2ccc(O)cc2)nnn1-c1nonc1N)C1CCCCC1	-4	15	-22	-19	-14	-14	-25	-15	32	-21	15
O=C(CN(C(=O)CCC(=O)Nc1ccccn1)C1CCCC1)NCc1ccc(F)cc1	-5	14	9	-8	14	-9	-4	-7	-4	1	4
COC(=O)C1C(O)=C(C(C)=N)C(=O)CC1(C)C (configuration not stated)	-1	5	5	7	3	2	11	-8	-14	0	-10
CCOC(=O)Cc1csc(NC(=O)CSc2cc(Cl)ccc2Cl)n1	-8	1	-4	14	-2	14	15	6	-1	-4	-20
Nc1ncncc1-c1ccccc1Cl	-11	19	-10	11	2	-1	19	-1	6	9	11
Cc1cccc(OCc2nnc3n2CCCCC3)c1	10	-20	-12	-14	-1	2	-19	22	-15	-2	-8
CCn1nc(C)c(CN2CCC(n3nccc3NC(=O)Cc3ccccc3)CC2)c1C	-6	-11	-1	15	4	-3	8	11	11	-13	-2
CCOC(=O)c1c(NC(N)=O)sc(C)c1C	3	-1	1	12	-4	4	17	9	-8	11	12
Cc1c[n+](C)ccc1CC1C([N+](=O)[O-])=C[N-]c2ncnn21 (configuration not stated)	6	3	-12	3	-2	2	-1	-19	1	9	10

Reprinted from the part before: 3 compounds, followed by the next part.
SMILES	LMP1 NFkB inh	KKLEB tox	TWEAK Fn14 block	SRC3 inh	SRC2 inh	LRH-1 inv ag	TROY signal inh	CF NFkB block	C8 TRAIL sens	SRC1 inh	COUP-TFII inh
CCn1nc(C)c(CN2CCC(n3nccc3NC(=O)Cc3ccccc3)CC2)c1C	-6	-11	-1	15	4	-3	8	11	11	-13	-2
CCOC(=O)c1c(NC(N)=O)sc(C)c1C	3	-1	1	12	-4	4	17	9	-8	11	12
Cc1c[n+](C)ccc1CC1C([N+](=O)[O-])=C[N-]c2ncnn21 (configuration not stated)	6	3	-12	3	-2	2	-1	-19	1	9	10
CC(=O)N(Cc1cccs1)Cc1cc2cc(C)c(C)cc2nc1Cl	-10	12	18	4	18	-3	15	-14	-3	-20	9
Cc1ccc(S(=O)(=O)n2ccc(-c3cccc(OCc4c(F)cccc4Cl)c3)n2)cc1	0	0	5	10	-18	11	6	-4	-7	9	-17
CCOC(=O)CCCNC(=O)CN1CCC(c2nc3ccccc3s2)CC1	-3	-2	10	13	8	27	12	-2	2	8	-17
COc1cc(/C=N/NC(=O)c2ccncc2)cc2c1OCO2	-1	-5	8	-10	12	-19	15	11	-4	-3	0
Cc1noc(C)c1COc1ccccc1C(=O)NC(C)c1ccc(Cl)cc1 (configuration not stated)	-3	-19	0	18	-2	-10	-11	1	0	-12	15
O=C(NC(=S)NCC1CCCO1)c1ccc(Cl)cc1Cl (configuration not stated)	-13	-16	-37	-34	-3	-28	-37	3	5	-25	-16
COC(=O)c1cc(S(=O)(=O)N2CCN(c3cccc(OC)c3)CC2)cn1C	0	-2	-2	-6	23	-3	27	13	3	-3	-4
Cc1cccc(NC(=S)N(CCN(C)C)Cc2cc3cc(C)ccc3[nH]c2=O)c1	-1	7	-19	18	3	-2	-7	11	4	-2	-1
CCNC(=O)c1cc2c(c(-c3cccc(-c4cccc(C(=O)N(C)C)c4)c3)n1)[C@@H](CCO)N(S(=O)C(C)(C)C)C2 (some centres not stated)	.	18	-23	10	-10	12	10	-29	2	-13	9
C[C@]12c3[nH]c4ccc(Cl)cc4c3CCN1C(=O)[C@@H](CC(=O)NCCc1ccccn1)C[C@@H]2C(=O)N1CCOCC1	-5	7	-1	-15	11	9	-15	-2	0	-5	-14
S=c1[nH]nc(-c2cc(-c3ccccc3)n[nH]2)n1/N=C/C=C/c1ccccc1	8	3	-15	11	-3	-10	-42	-6	-15	-10	-7
O=C(/C=C/NCc1cccnc1)C(F)(F)C(F)(F)F	-2	0	10	13	-10	10	-4	-14	-23	-2	0
CCc1c(C)nc(N)c(C#N)c1-c1ccccc1	2	-1	11	3	-14	3	12	37	-5	8	-4
COc1ccc(CNCCCC(=O)Nc2c(Cl)ccc(C)c2Cl)cc1OC	6	-1	16	3	-4	0	12	-2	-10	3	11
Cc1cc(=O)n2[nH]c(-c3ccc(F)cc3)cc2n1	-4	-1	-9	-32	-48	-85	-52	-13	16	-59	-19
C/C(=N/OC(=O)c1ccc(F)cc1)c1ccc(C)cc1	1	8	-21	-8	-14	18	-18	-15	-3	-3	-4
CC(C)Cc1cc(C(=O)Nc2sc3c(c2C#N)CCC3)no1	-1	9	-34	5	-11	7	-8	-4	-3	2	7
COc1cccc(C(=O)NCC(c2ccco2)N2CCOCC2)c1 (configuration not stated)	5	0	9	-2	15	3	16	-19	-9	9	2
O=C(CSc1nncn1-c1cccnc1)Nc1cccc([N+](=O)[O-])c1	-4	7	6	9	4	6	-1	-12	11	-19	3
CC(C)(C)Nc1nc(OCC#N)nc(N2CCCCC2)n1	-15	6	14	4	2	15	16	-7	-8	6	13
CC(C)=C(NC(=O)c1ccccc1)C(=O)NC(Cc1ccccc1)C(=O)O (configuration not stated)	-2	4	-1	-12	9	8	8	-5	6	-15	-18
COc1cccc(C(=O)C2CCCN(C(=O)c3ccccn3)C2)c1 (configuration not stated)	-1	2	-3	2	10	3	-14	6	-1	6	-9
CCOc1ccc(C(=O)CCC(=O)Nc2ccc(C)cn2)cc1	1	-2	3	-9	-36	-17	-8	-3	-24	-2	9
C/C(=N\NC(=O)c1cccc(O)c1)c1cccc(NC(=O)c2ccc(F)cc2)c1	-11	-24	-28	-21	-78	-32	-68	18	57*	-22	-22
COc1ccccc1/C=C/C(=O)c1c2c(c(C)[nH]c1=O)CCCC2	15	-5	86*	65*	58*	12	35	54*	3	31	4
O=C1COc2ccc(S(=O)(=O)CCC(=O)N3CCN(c4ccccc4)CC3)cc2N1	7	0	-3	-35	-9	-11	-5	0	19	-5	-14
CN(CC(=O)Nc1c(Cl)cccc1Cl)C(=O)c1ccncc1	3	-9	9	9	-10	-1	-8	8	-1	-5	11
CCN(Cc1ccccc1)S(=O)(=O)c1c(C)[nH]c(C)c1C(=O)N1CCCC1	-3	-3	10	24	-14	-11	8	7	-24	6	3
CC1CCCN(C(=O)C(C)Nc2cc(Cl)ccc2N2CCOCC2)C1 (configuration not stated)	-3	10	-12	20	-6	1	0	-3	-19	9	-4
Cc1nc(NC(=O)COC(=O)c2cccs2)c(Cl)cc1Cl	0	0	-10	-8	17	9	-21	4	-4	-18	4

Profiles as entered above:
Shown for CC(=O)N(Cc1cccs1)Cc1cc2cc(C)c(C)cc2nc1Cl = LMP1 NFkB inh = -10; KKLEB tox = 12; TWEAK Fn14 block = 18; SRC3 inh = 4; SRC2 inh = 18; LRH-1 inv ag = -3; TROY signal inh = 15; CF NFkB block = -14; C8 TRAIL sens = -3; SRC1 inh = -20; COUP-TFII inh = 9
Shown for S=c1[nH]nc(-c2cc(-c3ccccc3)n[nH]2)n1/N=C/C=C/c1ccccc1 = LMP1 NFkB inh = 8; KKLEB tox = 3; TWEAK Fn14 block = -15; SRC3 inh = 11; SRC2 inh = -3; LRH-1 inv ag = -10; TROY signal inh = -42; CF NFkB block = -6; C8 TRAIL sens = -15; SRC1 inh = -10; COUP-TFII inh = -7
Shown for CC(C)=C(NC(=O)c1ccccc1)C(=O)NC(Cc1ccccc1)C(=O)O (configuration not stated) = LMP1 NFkB inh = -2; KKLEB tox = 4; TWEAK Fn14 block = -1; SRC3 inh = -12; SRC2 inh = 9; LRH-1 inv ag = 8; TROY signal inh = 8; CF NFkB block = -5; C8 TRAIL sens = 6; SRC1 inh = -15; COUP-TFII inh = -18

Screening results: PubChem BioAssay, several laboratories
